M1 ag = human M1 muscarinic receptor agonism; P11229; CHO-K1 hM1, Fluo-8 calcium fluorescence, agonist mode; 0% DMSO, 100% acetylcholine EC100; activation, % at 3 µM; hit rate 0.33% among 360,000; AID 588814;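 active means activation above the run's mean compound activation plus 3 SD, cut at about 16% in these data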;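 further: peak over basal fluorescence ratio within a 140 s kinetic read after compound addition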
Target sequence (P11229 whole entry, looked up): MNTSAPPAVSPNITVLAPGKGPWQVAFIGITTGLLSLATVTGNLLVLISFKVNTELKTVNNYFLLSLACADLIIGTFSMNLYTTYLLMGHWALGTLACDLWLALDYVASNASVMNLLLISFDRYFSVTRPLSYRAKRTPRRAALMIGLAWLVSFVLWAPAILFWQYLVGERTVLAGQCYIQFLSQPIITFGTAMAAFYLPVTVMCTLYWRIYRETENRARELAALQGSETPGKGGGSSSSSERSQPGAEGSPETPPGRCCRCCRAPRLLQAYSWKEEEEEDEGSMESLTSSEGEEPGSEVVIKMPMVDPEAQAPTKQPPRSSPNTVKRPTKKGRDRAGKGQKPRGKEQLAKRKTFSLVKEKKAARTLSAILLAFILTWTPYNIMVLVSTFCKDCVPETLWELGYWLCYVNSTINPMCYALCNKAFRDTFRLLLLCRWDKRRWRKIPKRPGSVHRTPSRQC
M1 PAM = positive allosteric modulators of human M1 muscarinic receptor | CHO-K1 hM1, Fluo-8 calcium fluorescence, ACh EC20; 0% = ACh EC20, 100% = maximal ACh | activation, % at 3 µM | hit rate 0.088% among 360,000; in the data active means activation above about 19%, passing the limit was not always enough
CHO-K1 Ca ag = nonselective activator or artifact in parental CHO-K1 cells | Fluo-8 calcium fluorescence; scaled to maximal ATP response, vehicle zero | activation, % at 3 µM | hit rate 0.48% among 360,000 | AID 602248; in the data active means activation above about 15%;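 further: untransfected CHO-K1 host cells lacking M1 receptor as counterscreen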
M1 PAM parental = counter-screen for M1 PAMs: effect in parental CHO-K1 cells; ATP EC20, Fluo-8 calcium fluorescence; 0% at ATP EC20, 100% at ATP max; activation, % at 3 µM; hit rate 0.02% among 360,000;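 active means activation above the run cutoff, the mean activation of all test compounds plus 3 SD, cut at about 40% in these data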;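 further: peak over basal fluorescence ratio in a 140 s read after ATP addition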
CHRM1 antagonist = blocks human M1 muscarinic receptor. P11229. CHO-K1 hM1, Fluo-8 calcium fluorescence, ACh EC80 antagonist. inhibition, % at 3 µM. hit rate 1.3% among 360,000. AID 588852;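 active means percent inhibition above its own plate's cutoff, namely the mean of that plate's compound wells plus 3 SD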;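 further: peak over basal fluorescence ratio during 140 s after agonist addition; 0% = ACh EC80 plus DMSO and 100% = DMSO alone without agonist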
TAAR1 ag = human TAAR1 agonism; activation, % at 3 µM; hit rate 0.99% among 360,000; AID 624467; CHO RD-HGA16 TAAR1, Fluo-8 calcium fluorescence; vehicle wells 0%, saturating PEA agonist 100%; Q96RJ0;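 active means activation above the mean activation of all test compounds in the run plus 3 SD, cut at about 38% in these data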
Target sequence (Q96RJ0 whole entry, looked up): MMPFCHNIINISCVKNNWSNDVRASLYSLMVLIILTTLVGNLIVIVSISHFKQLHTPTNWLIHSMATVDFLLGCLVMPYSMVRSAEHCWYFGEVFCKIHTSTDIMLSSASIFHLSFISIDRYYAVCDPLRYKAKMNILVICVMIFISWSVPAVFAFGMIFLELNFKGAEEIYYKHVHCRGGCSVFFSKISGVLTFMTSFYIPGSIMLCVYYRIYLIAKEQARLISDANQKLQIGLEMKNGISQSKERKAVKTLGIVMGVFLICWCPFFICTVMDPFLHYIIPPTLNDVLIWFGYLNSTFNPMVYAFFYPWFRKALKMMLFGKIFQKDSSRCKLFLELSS
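Repeats: no replicates (n 1) | Material: CHO-derived RD-HGA16 cells with stable Gα16 and human TAAR1 | Technique: Kinetic Fluo-8 calcium fluorescence | Schedule: 17-24 h seeding, 75 min 37 °C dye, 30 min RT | Evaluation: % activation from peak over basal fluorescence ratio, DMSO-to-PEA scaled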
CHO-K1 Ca antag = counter-screen for M1 antagonists: effect in parental CHO-K1 cells | ATP-induced calcium, Fluo-8 fluorescence | inhibition, % at 3 µM | hit rate 0.6% among 360,000;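 active means inhibition above a per-plate cutoff, the plate's mean sample inhibition plus 3 SD, cut at about 24% in these data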;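 further: 0% = DMSO plus EC80 ATP and 100% = DMSO alone without ATP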
CHO parental Ca = counter-screen: ATP calcium response change in parental CHO cells; parental CHO-K1, ATP-induced calcium, Fluo-8 fluorescence; inhibition, % at 5.6 µM; AID 463079; hit rate 0.63% among 330,000;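 active means inhibition above that plate's mean sample inhibition plus 3 SD, cut at about 26% in these data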;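 further: 0% = ATP-challenged DMSO wells and 100% = DMSO wells without ATP; some compounds past the cut are filed as inactive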
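Test system: untransfected parental CHO cell line. Compound: one dose, 5.6 µM nominal. Detection: intracellular calcium via Fluo-8 no-wash fluorescent dye. Measure: % inhibition. Benchmarks: ATP-challenged DMSO wells low, unchallenged DMSO wells high.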
TAAR1 antag = human TAAR1 antagonism; hit rate 1.5% among 360,000; CHO RD-HGA16 TAAR1, Fluo-8 calcium fluorescence, antagonist; inhibition, % at 3 µM; AID 624466; Q96RJ0;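 active means inhibition above a per-plate cutoff, the mean inhibition of test compounds on that plate plus 3 SD, cut at about 49% in these data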;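 further: 0% = DMSO plus EC80 beta-PEA response and 100% = DMSO alone without agonist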
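Test system – hTAAR1-expressing CHO RD-HGA16 cells, Gα16-coupled · Reagent – β-PEA at EC80 concentration, post-compound challenge · Compound dosing – 3 µM, single point · Timing – 140 s kinetic read after compound, 140 s after agonist · Detection – Fluo-8 intracellular calcium dye fluorescence, real-time kinetic reads · Control set – DMSO and EC80 PEA controls · Repeats – n of 1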
An asterisk follows results filed as active; nt = no result given; & = joins results of further samples.

SMILES | M1 ag | M1 PAM | CHO-K1 Ca ag | M1 PAM parental | CHRM1 antagonist | TAAR1 ag | CHO-K1 Ca antag | CHO parental Ca | TAAR1 antag
NC(=NCCCCCCN=C(N)/N=C(\N)Nc1ccc(Cl)cc1)/N=C(\N)Nc1ccc(Cl)cc1 | -7&-3&-4 | -15&-16&8 | -0.1&-0.6&0.6 | 16&-3&18 | -11&-4&-37 | 4&7&3 | 1&1&-7 | 2&7&-9 | 14&9&-28
Cc1cccc(C)c1N1CCN(C(=O)Nc2ccc3c(c2)OCCO3)CC1 | 1 | 1 | 1.8 | 0 | 12 | 6 | -4 | -13 | 28
Cc1noc(C)c1COC(=O)CNC(=O)c1ccc(Cl)cc1 | -2 | 4 | 1.1 | 11 | 3 | 3 | -15 | -7 | -14
COC(=O)C1[C@H]2C(=O)N(Cc3cccs3)C[C@]23C=C[C@H]1O3 (stereo not given in full) | -1 | 2 | -0.1 | 2 | -3 | 8 | -11 | 5 | 10
Cc1nc(NC(=O)c2ccccc2[N+](=O)[O-])sc1C(=O)N(C)C | -5 | 4 | 0.8 | 18 | -11 | 0 | -8 | 0 | -12
CCOc1ccc(Oc2cc(NC(=O)c3ccco3)cc([N+](=O)[O-])c2)cc1 | -9 | -3 | 0.3 | 16 | -3 | -1 | -3 | 1 | -2
COc1cc(SC)ccc1C(=O)OCC(=O)N1CCN(C(C)=O)CC1 | -3 | 8 | 1.6 | 8 | -13 | 0 | -1 | -7 | -13
O=C(Nc1ccc(OCCO)cc1)c1csc([C@@H]2C[C@H](O)[C@@H](CO)O2)n1 | -1 | 3 | 2.2 | 4 | -4 | 5 | 4 | nt | -21
O=C(Nc1ccc(S(=O)(=O)Nc2nccs2)cc1)c1cccc(N2C(=O)c3ccccc3C2=O)c1 | -4 | 3 | 0.2 | -12 | -12 | 1 | -5 | -17 | -6
CCC1=NC(c2ccc(OC)c(OC)c2)N(O)C1(C)C (stereo not given) | -7 | 2 | 1.7 | 11 | -3 | 0 | 6 | 3 | 19
O=C1c2ccsc2SCCN1Cc1ccc(F)cc1 | -6 | -5 | 0.2 | -6 | 3 | -1 | -13 | -19 | 3
COc1ccc(C(=O)OCC(=O)NC2CC2)cc1[N+](=O)[O-] | -8 | 13 | 9.1 | 21 | -9 | 11 | -2 | -3 | -5

Given with values under each structure: 10 of the compounds above.
Order of results – M1 ag, M1 PAM, CHO-K1 Ca ag, M1 PAM parental, CHRM1 antagonist, TAAR1 ag, CHO-K1 Ca antag, CHO parental Ca, TAAR1 antag
- NC(=NCCCCCCN=C(N)/N=C(\N)Nc1ccc(Cl)cc1)/N=C(\N)Nc1ccc(Cl)cc1
→ -7&-3&-4, -15&-16&8, -0.1&-0.6&0.6, 16&-3&18, -11&-4&-37, 4&7&3, 1&1&-7, 2&7&-9, 14&9&-28
- Cc1cccc(C)c1N1CCN(C(=O)Nc2ccc3c(c2)OCCO3)CC1
→ 1, 1, 1.8, 0, 12, 6, -4, -13, 28
- Cc1noc(C)c1COC(=O)CNC(=O)c1ccc(Cl)cc1
→ -2, 4, 1.1, 11, 3, 3, -15, -7, -14
- COC(=O)C1[C@H]2C(=O)N(Cc3cccs3)C[C@]23C=C[C@H]1O3 (stereo not given in full)
→ -1, 2, -0.1, 2, -3, 8, -11, 5, 10
- Cc1nc(NC(=O)c2ccccc2[N+](=O)[O-])sc1C(=O)N(C)C
→ -5, 4, 0.8, 18, -11, 0, -8, 0, -12
- CCOc1ccc(Oc2cc(NC(=O)c3ccco3)cc([N+](=O)[O-])c2)cc1
→ -9, -3, 0.3, 16, -3, -1, -3, 1, -2
- COc1cc(SC)ccc1C(=O)OCC(=O)N1CCN(C(C)=O)CC1
→ -3, 8, 1.6, 8, -13, 0, -1, -7, -13
- O=C(Nc1ccc(OCCO)cc1)c1csc([C@@H]2C[C@H](O)[C@@H](CO)O2)n1
→ -1, 3, 2.2, 4, -4, 5, 4, nt, -21
- O=C(Nc1ccc(S(=O)(=O)Nc2nccs2)cc1)c1cccc(N2C(=O)c3ccccc3C2=O)c1
→ -4, 3, 0.2, -12, -12, 1, -5, -17, -6
- CCC1=NC(c2ccc(OC)c(OC)c2)N(O)C1(C)C (stereo not given)
→ -7, 2, 1.7, 11, -3, 0, 6, 3, 19

Other results:
SMILES | M1 ag | M1 PAM | CHO-K1 Ca ag | M1 PAM parental | CHRM1 antagonist | TAAR1 ag | CHO-K1 Ca antag | CHO parental Ca | TAAR1 antag
COc1cc2cc(CCCOC(=O)c3ccc(C(F)(F)F)cc3)oc(=O)c2cc1OC | -9 | 9 | -0.2 | 11 | -6 | 11 | -14 | -10 | 3
O=C(NNC(=O)c1cccs1)c1ccco1 | -2 | 6 | -0.1 | -10 | 12 | 6 | -1 | -9 | -20
COc1ccc(NC(=O)NC2CCCc3ccccc32)cc1 (stereo not given) | -5 | 1 | 2.8 | 1 | -2 | 2 | -4 | nt | -25
Cc1cccc(C(=O)Nc2ccc3c(c2)ncn3C)c1 | -3 | 12 | 0.2 | 17 | -12 | 7 | -4 | -8 | -12
COc1ccc(-n2nnc3c(=O)n(C/C=C/c4ccccc4)cnc32)cc1 | -4 | -7 | 0.2 | 15 | 12 | 4 | -36 | -2 | 46
CC(C(=O)Nc1ccc2c(c1)OCO2)N1CCC(N2CCCCC2)CC1 (stereo not given) | -8 | -7 | 0.3 | 19 | 1 | -1 | -12 | -1 | -7
O=C(NCCCN1CCOCC1)c1onc(CSc2ccncc2)c1C(=O)NCCCN1CCOCC1 | -9 | 6 | -0.1 | 3 | -1 | 10 | -6 | 2 | 3
O=C(CC1SC(N2CCCCC2)=NC1=O)Nc1ccc(C(=O)NCCc2ccc(F)cc2)cc1 (stereo not given) | -2 | 5 | -0.1 | -12 | -2 | 2 | 4 | -20 | -1
Cc1cc(Br)ccc1NC(=S)NC1CCCC1 | -3 | 7 | 5.0 | 6 | -18 | -1 | -7 | -12 | 6
CC(C)Cn1c(-c2cc([N+](=O)[O-])ccc2Cl)nc2c1c(=O)[nH]c(=O)n2Cc1ccccc1 | 0 | 15 | -0.5 | 21 | -9 | 2 | -11 | -31 | -22
O=C1CC(N2CCSCC2)C(=O)N1CCc1ccccc1 (stereo not given) | 1 | 4 | 2.9 | 16 | -10 | 1 | -3 | -6 | 11
CC(C)CN1C(=O)C(=O)N(CC(=O)c2ccc[nH]2)C1=O | 10 | 16 | -0.1 | -3 | 0 | 4 | 20 | 15 | -22
COc1cccc(NC(=O)[C@@H]2CCCN2C(=O)C2CCN(S(=O)(=O)c3ccc(C)cc3)CC2)c1 | -3 | 3 | -0.1 | 2 | 2 | 9 | 3 | -23 | -4
COC(=O)[C@@H](Cc1c[nH]c2ccccc12)NC(=O)C1CCCN(S(=O)(=O)c2ccc(C)cc2)C1 (stereo not given in full) | -4 | 5 | 7.3 | 3 | -14 | 0 | -13 | nt | -6
COc1ccccc1N(C)S(=O)(=O)c1ccc(C(=O)Nc2ccc3nc(C)sc3c2)cc1 | -1 | -9 | 8.6 | 10 | 11 | 7 | -1 | -23 | 43
O=C(Nc1ccccc1)/C(=C/c1cccnc1)NC(=O)c1ccccc1 | -1 | 11 | 2.7 | 25 | -10 | 1 | -13 | -21 | -6
C#CC1(N2CCCCC2)CCCCC1 | -2 | 5 | 0.3 | 12 | -9 | 1 | -7 | nt | -30
CCN(CC)CCOC(=O)c1ccc(NC(=O)CNC(=O)C2CCCCC2)cc1 | -9 | 0 | 0.3 | 14 | -1 | 4 | -8 | -7 | -9
COc1ccccc1OCc1nnc(SCC(=O)c2cc(Cl)ccc2OC)o1 | -3 | -5 | 3.2 | 13 | 9 | 7 | 4 | 8 | 42
C=CCNC(=O)C1CC(=O)N(c2ccc(OCc3ccccc3Cl)cc2)C1 (stereo not given) | 2 | 17 | 2.6 | 11 | -20 | 4 | -1 | -15 | 3
CCC(CO)N=C1CC(C)(C)CC(=O)/C1=C(/O)CCCN1C(=O)c2ccccc2C1=O (stereo not given) | -4 | -4 | 3.4 | -14 | 20 | 1 | 6 | -28 | -11
COc1ccc(OC)c(S(=O)(=O)Nc2cccc(O)c2)c1 | 0 | -4 | 1.4 | 17 | 8 | 2 | -9 | -10 | 12
COCCN1C[C@@H](CO)O[C@@H](n2cnc3c(NCC(C)C)ncnc32)C1 | -2 | 15 | 0.5 | 6 | -22 | 1 | -7 | nt | -7
COc1ccccc1N(CC(=O)N1CCCCCC1)S(=O)(=O)c1ccc(C)cc1 | -13 | -4 | 0.0 | -8 | -2 | -1 | -6 | -13 | -28
CCN(CCO)c1nc(SC)nc2c1sc1nc(-c3ccco3)c3c(c12)CCC3 | -1 | -4 | 2.5 | 4 | 6 | nt | 2 | -9 | nt
COC(=O)c1[nH]c(C)c(/C(O)=C2\C(=O)C(=O)N(CCN(C)C)C2c2cccs2)c1C (stereo not given) | -5 | 9 | 0.3 | -2 | -6 | 6 | 12 | 9 | 13
Cc1ccc(NC(=O)CCc2nnc3ccc(NCc4ccco4)nn23)cc1 | -4 | 9 | 0.4 | 18 | -9 | 2 | -8 | -9 | -43
CN1C(=O)C(Cl)(Cl)C(=O)c2ccccc21 | -5 | 8 | 0.0 | 10 | -12 | nt | -11 | nt | nt
COC(=O)c1cccc(NC(=O)COC(=O)CSc2nc(C)cc(C)n2)c1 | -4 | 0 | 2.0 | 24 | -5 | 12 | -12 | 8 | 19
Cc1ccccc1Nc1nnc(SCC(=O)NC2CCCc3ccccc32)s1 (stereo not given) | -7 | -1 | 0.5 | -3 | -2 | 5 | -4 | -34 | 5
O=C(NCc1ccco1)c1cc(-c2ccccn2)nc2ccccc12 | -4 | -2 | 3.6 | 19 | 2 | 8 | -24 | -10 | 16
COc1ccc(S(=O)(=O)NC2CC(=O)N(c3ccc(C)c(C)c3)C2)cc1C (stereo not given) | 1 | 8 | 4.6 | 15 | -10 | 2 | -1 | -20 | -10
CS(=O)(=O)Oc1ccccc1/C=C1/N=C(c2ccc(F)cc2)OC1=O | -6 | 7 | 2.2 | 18 | 2 | 0 | 3 | -5 | -10
O=C(Nc1ccc2ccccc2n1)c1ccccc1Br | -4 | 1 | 0.8 | 13 | -3 | -4 | -22 | -18 | -23
CCc1nn(CC(=O)NCCN2CCN(C)CC2)c(=O)c2cc3c(OC)cccc3n12 | -4 | 6 | 0.3 | 27 | -7 | -1 | -11 | -6 | -24
Cc1cccc(C)c1N(CC(=O)N1CCN(C)CC1)S(C)(=O)=O | -6 | 5 | 0.7 | 20 | -22 | 9 | -14 | -1 | -32
